Bioassay records (PubChem)
PPARg SRC-1 ag – PPARgamma-driven SRC-1 recruitment agonism; P37231; PPARgamma-SRC-1 coactivator recruitment biochemical assay; activation, % at 8 µM; 0.41% of 200,000 active; AID 631; in the data active = activation above about 19%;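 note: 0% = DMSO and 100% = reference agonist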
Target sequence (P37231 whole entry, looked up): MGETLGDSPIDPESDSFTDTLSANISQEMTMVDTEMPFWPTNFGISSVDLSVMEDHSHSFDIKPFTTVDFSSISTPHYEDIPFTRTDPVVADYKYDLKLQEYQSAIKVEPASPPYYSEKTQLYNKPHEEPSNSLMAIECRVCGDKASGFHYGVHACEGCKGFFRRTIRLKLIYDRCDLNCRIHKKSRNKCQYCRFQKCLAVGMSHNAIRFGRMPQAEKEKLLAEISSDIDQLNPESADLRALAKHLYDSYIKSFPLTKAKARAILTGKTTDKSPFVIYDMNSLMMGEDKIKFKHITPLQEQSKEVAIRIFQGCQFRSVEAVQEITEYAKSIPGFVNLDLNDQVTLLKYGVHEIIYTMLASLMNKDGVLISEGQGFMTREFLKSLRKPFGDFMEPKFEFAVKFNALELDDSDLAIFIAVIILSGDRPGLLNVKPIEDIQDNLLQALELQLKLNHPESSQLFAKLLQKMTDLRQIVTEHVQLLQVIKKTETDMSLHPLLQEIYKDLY
PPARg SRC-2 ag – agonists of SRC-2 recruitment by human PPARgamma; 0.34% of 200,000 active; AID 1032; activation, % at 8 µM; PPARgamma LBD-SRC-2 recruitment, biochemical; P37231; in the data active = activation above about 22%;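 note: 0% = vehicle and 100% = reference agonist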
TNAP inh hi DEA – TNAP (human) inhibition, high acceptor | P05186 | inhibition, % at 20 µM | purified TNAP, CDP-star luminescence, 1 M DEA | 0.03% of 200,000 active | AID 1135;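 active = over 50% inhibition of tissue-nonspecific alkaline phosphatase at 20 µM in the single-dose screen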;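 note: plate controls were DMSO wells for no effect and EDTA-quenched wells as full inhibition for full effect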
Target sequence (P05186 whole entry, looked up): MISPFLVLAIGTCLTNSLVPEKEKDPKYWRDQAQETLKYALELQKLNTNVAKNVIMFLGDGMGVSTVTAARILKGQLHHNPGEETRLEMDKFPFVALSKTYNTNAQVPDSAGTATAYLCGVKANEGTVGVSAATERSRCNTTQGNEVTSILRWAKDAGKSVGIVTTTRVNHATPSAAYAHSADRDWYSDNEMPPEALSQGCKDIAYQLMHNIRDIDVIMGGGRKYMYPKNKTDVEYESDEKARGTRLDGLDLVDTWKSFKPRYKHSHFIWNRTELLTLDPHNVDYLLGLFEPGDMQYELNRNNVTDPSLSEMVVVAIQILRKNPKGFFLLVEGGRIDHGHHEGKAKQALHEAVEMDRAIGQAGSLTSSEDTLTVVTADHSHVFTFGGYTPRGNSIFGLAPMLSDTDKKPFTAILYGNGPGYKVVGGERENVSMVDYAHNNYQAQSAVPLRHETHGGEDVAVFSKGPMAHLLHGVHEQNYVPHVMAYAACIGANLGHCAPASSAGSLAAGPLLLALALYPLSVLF
TNAP act hi DEA – increases human TNAP activity under high phosphate acceptor concentration | purified TNAP, CDP-star luminescence, 1 M DEA, 30 min; stronger effect = higher value; 0 = EDTA background, 1 = DMSO-only activity | P05186 | 200,000 tested, under 10 active | AID 1136 | activation factor at 20 µM;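 active = activation factor at least 2 at 20 µM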
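system = human TNAP | amount = enzyme diluted 1/800 final | reagent = 100 µM CDP-star substrate | signal = luminescent substrate turnover signal | dosing = one dose, 20 µM | benchmarks = EDTA negative control, DMSO positive control | measure = activation factor | timing = 30 min reaction, room temperature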
HMGR II inh – E. faecalis class II HMG-CoA reductase inhibition; purified E. faecalis HMGR, NADPH absorbance 340 nm kinetic; inhibition, % at 10 µM; 0.41% of 190,000 active;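 active = inhibition above a set limit, the median over all tested compounds plus 3 SD, cut at about 9.5% in these data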;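 note: enzyme runs in reverse so mevalonate oxidation gives rising NADPH absorbance; 0% = complete reaction with DMSO and 100% = background rate lacking mevalonate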
PPARg SRC-3 ag – agonists of human PPARgamma SRC-3 coactivator recruitment; 0.26% of 200,000 active; P37231; activation, % at 8 µM; AID 731; biochemical PPARgamma/SRC-3 coactivator recruitment assay; in the data active = activation above about 23%;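 note: 0% = DMSO and 100% = reference agonist; some compounds past the cut are filed as inactive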
bIAP act – increases bovine intestinal alkaline phosphatase activity; 0.17% of 200,000 active; AID 1016; purified bovine IAP, CDP-star luminescence, 30 min; stronger effect = higher value; fold of DMSO-control signal, blank-subtracted; activation factor at 20 µM;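 active = activation factor of 2 or more at 20 µM, a signal rise over negative controls twice the positive control's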
SRC2 TRFRET art – TR-FRET artefact, counter-screen to PPARgamma/SRC-2 agonist assay; 0.4% of 200,000 active; TR-FRET ratio at 8 µM; stronger effect = higher value; in the data active = TR-FRET ratio above about 2000; note: inactives centre near 1500
bIAP inhibitor – blocks bovine intestinal alkaline phosphatase activity. purified bovine IAP, CDP-star luminescence, 30 min. inhibition, % at 20 µM. 190,000 tested, under 10 active. AID 1019;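 active = over 50% inhibition of intestinal alkaline phosphatase at 20 µM in the single-dose screen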
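System: Purified bovine intestinal alkaline phosphatase (IAP) enzyme | Input: IAP diluted 1/65,000,000 in the well | Also added: CDP-star chemiluminescent phosphatase substrate, 30 µM final | Dosing: 20 µM single dose | Times: Enzyme reaction for 30 min at room temperature | Detection: Luminescence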
TNAP inh no acc – blocks human TNAP activity with no phosphate acceptor present | P05186 | purified TNAP, CDP-star luminescence, 30 min | inhibition, % at 20 µM | 0.26% of 200,000 active;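 active = tissue-nonspecific alkaline phosphatase inhibition above about 50% at 20 µM in the single-dose screen, limit read from the data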;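 note: 0% = DMSO negative control and 100% = EDTA positive control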
Starred values were filed as active, the others as inactive; · = not tested or not shown.

SMILES | PPARg SRC-1 ag | PPARg SRC-2 ag | TNAP inh hi DEA | TNAP act hi DEA | HMGR II inh | PPARg SRC-3 ag | bIAP act | SRC2 TRFRET art | bIAP inhibitor | TNAP inh no acc
COc1ccc2c(c1OC)CCC2=O | 0 | -8 | 11 | 0.9 | -3 | -11 | 0.8 | 1445 | 21 | 0
O=C(NC1CCCC1)c1ccc2nc(-c3ccco3)c(-c3ccco3)nc2c1 | 8 | 5 | 5 | 1 | -1 | 15 | 0.9 | 1463 | 5 | -6
Cc1cccc(N2CCN(C(=O)c3cc4n(n3)C(C(F)(F)F)CC(c3ccco3)N4)CC2)c1C (centres undefined) | 11 | 0 | -4 | 1 | 5 | 5 | 0.9 | 1542 | 7 | -7
O=C(NCCc1nc2ccccc2[nH]1)c1cccc(Br)c1 | -1 | 0 | -4 | 1 | 4 | 2 | 0.9 | 1668 | 6 | -21
O=C(NCc1ccccc1Cl)c1cc([N+](=O)[O-])ccc1Cl | 7 | 2 | -10 | 1.1 | 19* | -2 | 1 | 1644 | -3 | -5
COc1cc(NC(=O)c2ccc3c(c2)OCO3)ccc1NC(=O)c1cccs1 | -6 | -5 | -6 | 1.1 | 1 | -2 | 1 | 1437 | 5 | -4
CCNC(=O)NC(=O)C(C)OC(=O)C(C)(C)Oc1ccc(Cl)cc1 (centres undefined) | 9 | -1 | -2 | 1 | -1 | -1 | 1.1 | 1586 | -6 | -6
C=CCOc1ccc(/C(CC)=N/O)c(OC)c1 | -3 | 3 | -5 | 1.1 | -7 | -9 | 0.9 | 1372 | 8 | -14
CCc1cccc(CC)c1N(COC)C(=O)Cn1nnc2ccccc21 | -3 | -6 | -10 | 1.1 | -8 | 5 | 0.9 | 1428 | 7 | -6
Cc1cc(Nc2ccc(O)cc2)n2c(nc3ccccc32)c1C#N | 6 | 0 | 19 | 0.8 | -2 | -3 | 1.1 | 1542 | -10 | -9
COc1cc(OC)cc(-n2nnnc2SCC(=O)Nc2ccc(C(C)=O)cc2)c1 | 51* | 7 | 1 | 1 | -6 | -1 | 1 | 1477 | 2 | -10
CCn1cc(C(=O)O)c(=O)c2cc(F)c(N3CCN(S(=O)(=O)c4ccc(Br)cc4)CC3)cc21 | -3 | -5 | -1 | 1 | 10* | -3 | 0.9 | 1487 | 13 | -3
Cc1cc(C)nc(NC(=O)c2c(-c3c(Cl)cccc3Cl)noc2C)n1 | -4 | 0 | -7 | 1.1 | -4 | -2 | 0.9 | 1473 | 8 | -14
Cc1ccc(Cn2c(SCC(=O)NCC3CCCO3)nc3c(sc4ccccc43)c2=O)cc1 (centres undefined) | -2 | 2 | -5 | 1.1 | 0 | 4 | 0.9 | 1515 | 9 | -8
Cc1ccc(S(=O)(=O)NC(C)C(c2cccs2)N2CCN(C)CC2)cc1 (centres undefined) | 0 | 10 | -3 | 1 | -3 | 1 | 0.9 | 1626 | 10 | -13
O=S(=O)(c1cccc(F)c1)N1CCN(Cc2ccc3c(c2)OCO3)CC1 | -3 | -5 | -4 | 1 | 3 | 1 | 0.9 | 1306 | 9 | -12
Cc1[nH]c2ccccc2c1C(=O)C(C)OC(=O)c1ccc([N+](=O)[O-])o1 (centres undefined) | 9 | 1 | -2 | 1 | 4 | 6 | 1.3 | 1539 | -26 | -1
C/C(=N\O)C1(C)N(O)C(C)(C)C(c2ccc(Br)cc2)=[N+]1[O-] (centres undefined) | -1 | -4 | 4 | 1 | -1 | -2 | 1 | 1564 | 0 | -2
OCCn1c(SCCOc2ccccc2F)nc2ccccc21 | -2 | 7 | -2 | 1 | -2 | -3 | 1 | 1571 | 2 | -6
CC(C)(C)OC(=O)[C@H]1[C@H](c2ccc([N+](=O)[O-])cc2)C2(C(=O)c3ccccc3C2=O)C2c3ccccc3C=NN21 (some centres undefined) | 1 | 3 | 3 | 1 | -1 | 0 | 0.9 | 1481 | 5 | -8
O=C(c1ccc(S(=O)(=O)c2ccccc2Cl)c([N+](=O)[O-])c1)N1CCCCCC1 | -1 | -8 | -4 | 1 | -4 | -2 | 0.9 | 1500 | 14 | -10
CCC1(CC)Cc2ccccc2-c2nc3ccccc3c(=O)n21 | 5 | 9 | -2 | 1 | -2 | 4 | 0.9 | 1716 | 8 | -6
COCCCNC(=S)NC1CC2CCCC(C1)N2Cc1cccs1 (centres undefined) | 4 | 9 | -2 | 1 | -1 | 7 | 1.1 | 1457 | -7 | 6
CCS(=O)(=O)Nc1ccc(NC(C)=O)cc1 | -2 | -2 | -6 | 1.1 | -9 | -6 | 1 | 1391 | 1 | -8
COc1ccc(C(=O)NCC(=O)OC2CCCCC2=O)cc1 (centres undefined) | -4 | -8 | -4 | 1 | -4 | -6 | 0.9 | 1446 | 8 | -12
Cc1ccc(NC(=O)c2cc(C)n(-c3ccccc3)c2C)cc1 | 4 | -6 | 2 | 1 | -10 | 2 | 1 | 1570 | 0 | -10
CCCS(=O)(=O)c1c(S(=O)(=O)CCC)c2ccc(C(C)=O)cn2c1C(=O)OC | 4 | 9 | -6 | 1.1 | -1 | 9 | 1.1 | 1544 | -7 | -10
CCOc1ccc(NC(=O)Cn2nnc(C(=O)NCc3ccccc3OC)c2N)cc1 | 12 | 4 | -4 | 1 | -2 | -11 | 1 | 1747 | -2 | -12
COC(=O)c1ccccc1NC(=S)NC(=O)COc1ccc(C)cc1 | 10 | 3 | · | · | · | 3 | · | 1480 | · | ·
CCC1(CC)Cc2ccccc2-c2nc(NCCCO)[nH]c(=O)c21 | 2 | 1 | -4 | 1 | -8 | 0 | 1 | 1672 | -2 | -3
COc1ccc(-c2nn3c(COc4ccccc4)nnc3s2)cc1OC | 0 | -2 | -4 | 1 | -2 | -1 | 1 | 1572 | 2 | -5
COc1cccc(CNn2cnnc2)c1OCc1ccc(F)cc1 | -5 | 1 | -3 | 1 | -1 | 5 | 0.9 | 1386 | 5 | -8
CCCCCC/C(C)=C1/SC(=S)NC1=O | 5 | 2 | 1 | 1 | -16 | -9 | 0.8 | 1565 | 16 | -6
CC(C)c1cc(NC(=O)CSc2nnc(-c3ccccc3F)n2C)on1 | 1 | 0 | -8 | 1.1 | -11 | 3 | 1 | 1595 | 2 | -18
CCOC(=O)c1ccc(N=C2SC(C(=O)Nc3ccc(C(=O)O)cc3)CC(=O)N2Cc2cccs2)cc1 (centres undefined) | -1 | 3 | -4 | 1 | 2 | -1 | 0.9 | 1727 | 9 | -10
CCCOc1cc(CC(=O)NCc2ccco2)ccc1OC | 0 | -3 | -3 | 1 | -5 | -13 | 1 | 1300 | 2 | -13
c1cc2c(cc1-n1cnnn1)OCO2 | 2 | 2 | -3 | 1 | 5 | 1 | 1 | 1430 | 0 | -8
NC(=O)CSc1nnc(-c2ccc(S(=O)(=O)N3CCCC3)cc2)o1 | 2 | 10 | 6 | 0.9 | -5 | 7 | 0.9 | 1563 | 6 | -4
O=C1CCC2(C(=O)O)Sc3ccccc3N12 (centres undefined) | 5 | 12 | -4 | 1 | 1 | 12 | 0.9 | 1579 | 12 | -9
CCNC(=O)n1cc(-n2cncn2)c(-c2ccccc2)n1 | 5 | -1 | -6 | 1.1 | 1 | -2 | 0.9 | 1535 | 11 | -4
CCOC(=O)CC(NC(=O)CCc1c(C)nc2ncnn2c1C)c1ccc(C)cc1 (centres undefined) | 0 | -1 | 2 | 1 | -1 | 1 | 1.2 | 1577 | -15 | 5
C/C(=N\Nc1ccc([N+](=O)[O-])cc1)c1ccc(O)cc1 | 2 | 8 | 32 | 0.7 | 0 | 1 | 0.5 | 1445 | 45 | 31
O=C(CSc1nnc(-c2cccnc2)n1C1CCCCC1)NC1CCCC1 | 3 | 2 | -6 | 1.1 | 0 | 7 | 1.3 | 1319 | -29 | -12
Cc1cc(C)nc(-n2nc(C)c(C3(O)C(=O)Nc4ccccc43)c2N)n1 (centres undefined) | -1 | 1 | -4 | 1 | 1 | 5 | 1.1 | 1647 | -10 | 10
CCOC(=O)CSc1nccc(N(C)C)c1C#N | 6 | 8 | -7 | 1.1 | 0 | 7 | 0.9 | 1438 | 12 | -12
Nc1cccc(-n2nnnc2CN2CCOCC2)c1 | 1 | -11 | -1 | 1 | -3 | -3 | 0.9 | 1494 | 7 | -5
CC(C)Cn1c(N)c(C(=O)COC(=O)CCc2nc3ccccc3s2)c(=O)n(C)c1=O | 2 | 3 | -1 | 1 | -2 | -4 | 1.1 | 1496 | -6 | -5
CN(C(=O)c1cccc(Nc2ccc(-c3ccc4c(c3)OCCO4)nn2)c1)C1CCCCC1 | -1 | 0 | -3 | 1 | -3 | 7 | 1.2 | 1582 | -20 | -12
CC(=O)N(C1CC(C)C(C#N)(C#N)C1(C#N)C#N)N(C)C (centres undefined) | -4 | 4 | -6 | 1.1 | 0 | -2 | 1 | 1877 | 4 | -8
CCC(C)NS(=O)(=O)c1ccc(NS(=O)(=O)c2ccc(F)cc2)cc1 (centres undefined) | -2 | 4 | 1 | 1 | -7 | -7 | 1 | 1332 | 4 | -10
COc1ccccc1CNc1cc(CSc2ccc(Cl)cc2)nc(C)n1 | 3 | 14 | -2 | 1 | -5 | -6 | 0.9 | 1420 | 6 | -20
Cc1cccc(C(C)(C)C)c1OCCCCN1CCCC1 | 4 | 13 | -10 | 1.1 | 3 | 1 | 1 | 1645 | -1 | -11
Cc1cc(C)n(-c2nc3ccccc3nc2N2CCN(S(=O)(=O)c3ccc4ccccc4c3)CC2)n1 | 14 | 5 | -2 | 1 | -1 | 4 | 1 | 1549 | 4 | -4
Cc1ccccc1-c1nn(-c2ccc(F)cc2F)cc1CNCCN(C)C | 4 | -2 | -6 | 1.1 | -3 | -3 | 0.8 | 1489 | 17 | -1
O=C1c2ccccc2C(=O)N1CCSc1ccccc1 | 2 | -6 | -5 | 1 | -5 | -3 | 0.9 | 1461 | 8 | -9
Cn1c(=O)c2c(=O)cc(NNC(=O)C(C)(C)C)[nH]c2n(C)c1=O | 0 | 0 | -2 | 1 | 1 | 3 | 1 | 1597 | 0 | -10
Cc1ccc2c(c1)[nH]c1c(=O)n(CCN3CCNCC3)cnc12 | 3 | -3 | -9 | 1.1 | -1 | 9 | 1 | 1480 | -3 | -8
CCO/C=C1/C(=O)N(C)C(=O)c2cc(OC)ccc21 | 4 | 7 | -11 | 1.1 | 0 | 5 | 1 | 1627 | -1 | -4

Profiles, quoted from the list. Screens in order: PPARg SRC-1 ag | PPARg SRC-2 ag | TNAP inh hi DEA | TNAP act hi DEA | HMGR II inh | PPARg SRC-3 ag | bIAP act | SRC2 TRFRET art | bIAP inhibitor | TNAP inh no acc
Record of O=C1c2ccccc2C(=O)N1CCSc1ccccc1 = 2 | -6 | -5 | 1 | -5 | -3 | 0.9 | 1461 | 8 | -9
Record of NC(=O)CSc1nnc(-c2ccc(S(=O)(=O)N3CCCC3)cc2)o1 = 2 | 10 | 6 | 0.9 | -5 | 7 | 0.9 | 1563 | 6 | -4

An excerpt from above, reduced to PPARg SRC-2 ag, TNAP inh no acc and bIAP act:
mol,PPARg SRC-2 ag,TNAP inh no acc,bIAP act
O=C(CSc1nnc(-c2cccnc2)n1C1CCCCC1)NC1CCCC1,2,-12,1.3
Cc1cc(C)nc(-n2nc(C)c(C3(O)C(=O)Nc4ccccc43)c2N)n1 (centres undefined),1,10,1.1
